PrPC surface inh: inhibitors of human cell surface prion protein PrPC, primary screen, cell-based, TR-FRET. Major prion protein (Homo sapiens), P04156. TR-FRET read-out. inhibition, % at 13.8 µM. hit rate 0.43% among 370,000. AID 720596, 2013; in the data active = inhibition above about 24%; note: 0% = median of the test wells and 100% = reference compound wells
3CLpro inhibitor: SARS-CoV 3CLpro protease inhibitors, primary screen, biochemical, quenched FRET; Replicase polyprotein 1ab (Severe acute respiratory syndrome coronavirus), P0C6X7; recombinant SARS-CoV 3CLpro, quenched FRET peptide cleavage; inhibition, % at 6 µM; hit rate 0.14% among 290,000; AID 1706, 2009; in the data active = inhibition above about 12%
Yp Topo-I inh: Yersinia pestis topoisomerase I inhibitors, primary screen, biochemical, cleavage product accumulation, plate reader, single point; hit rate 0.064% among 360,000; Y. pestis Topo-I cleavage product accumulation; DNA topoisomerase I (Yersinia pestis CO92); activity, % at 10 µM; in the data active = activity above about 50%, passing the limit was not always enough; note: inactives centre near 2
VHR inh abs: VHR1 phosphatase inhibitors, primary screen, biochemical, absorbance, uHTS; Dual specificity protein phosphatase 3 (Homo sapiens), P51452; recombinant VHR phosphatase, pNPP absorbance; AID 1654, 2009; hit rate 0.52% among 290,000; inhibition, % at 13.3 µM; in the data active = inhibition above about 50%; note: some compounds called inactive have numbers as strong as hits
Rv3671c inh: Rv3671c serine protease inhibitors, primary screen, biochemical, fluorescence polarization, M. tuberculosis H37Rv | hit rate 0.048% among 320,000 | AID 2606, 2010 | P9WHR9 | inhibition, % at 5.96 µM; in the data active = inhibition above about 38%;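 note: extracellular domain of Rv3671c used as enzyme; 0% = enzyme with DMSO and 100% = no enzyme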
BH1578 lux ind: inducers of Vibrio cholerae quorum light production without autoinducers, primary screen, BH1578 luxS cqsA deficient, single point. activation, % at 18.7 µM. V. cholerae BH1578 lux reporter, luminescence, 6 h. AID 588436, 2011. hit rate 0.16% among 350,000; in the data active = activation mostly above about 9.7%, no sharp cut-off; note: not every result past the cut was called active; inactives centre near 0; reference of the scale not given here
CCHF vOTU inh: CCHFV vOTU protease inhibitors, primary screen, biochemical, Pep-AMC substrate, fluorescence. Crimean-Congo hemorrhagic fever virus L polyprotein viral ovarian tumor (vOTU) protease …. inhibition, % at 11.5 µM. hit rate 0.55% among 370,000. AID 651958, 2012; in the data active = inhibition above about 30%; note: 0% = vehicle wells with enzyme and 100% = no enzyme wells
MazF activator: activators of E. coli MazEF toxin-antitoxin RNase, primary screen, biochemical, fluorescence, uHTS. Endoribonuclease toxin MazF (Escherichia coli (strain K12)), P0AE70. FAM/BHQ RNA-DNA oligo cleavage fluorescence, 5 h. activation, % at 20 µM. hit rate 0.32% among 350,000. AID 504720, 2011; in the data active = activation above about 50%
TcdB inh: TcdB glycohydrolase inhibitors, primary screen, biochemical, single point, plate reader; TcdB glycohydrolase enzymatic assay; inhibition, % at 9.99 µM; hit rate 0.24% among 350,000; in the data active = inhibition above about 10%
Target sequence (P18177 whole entry, looked up): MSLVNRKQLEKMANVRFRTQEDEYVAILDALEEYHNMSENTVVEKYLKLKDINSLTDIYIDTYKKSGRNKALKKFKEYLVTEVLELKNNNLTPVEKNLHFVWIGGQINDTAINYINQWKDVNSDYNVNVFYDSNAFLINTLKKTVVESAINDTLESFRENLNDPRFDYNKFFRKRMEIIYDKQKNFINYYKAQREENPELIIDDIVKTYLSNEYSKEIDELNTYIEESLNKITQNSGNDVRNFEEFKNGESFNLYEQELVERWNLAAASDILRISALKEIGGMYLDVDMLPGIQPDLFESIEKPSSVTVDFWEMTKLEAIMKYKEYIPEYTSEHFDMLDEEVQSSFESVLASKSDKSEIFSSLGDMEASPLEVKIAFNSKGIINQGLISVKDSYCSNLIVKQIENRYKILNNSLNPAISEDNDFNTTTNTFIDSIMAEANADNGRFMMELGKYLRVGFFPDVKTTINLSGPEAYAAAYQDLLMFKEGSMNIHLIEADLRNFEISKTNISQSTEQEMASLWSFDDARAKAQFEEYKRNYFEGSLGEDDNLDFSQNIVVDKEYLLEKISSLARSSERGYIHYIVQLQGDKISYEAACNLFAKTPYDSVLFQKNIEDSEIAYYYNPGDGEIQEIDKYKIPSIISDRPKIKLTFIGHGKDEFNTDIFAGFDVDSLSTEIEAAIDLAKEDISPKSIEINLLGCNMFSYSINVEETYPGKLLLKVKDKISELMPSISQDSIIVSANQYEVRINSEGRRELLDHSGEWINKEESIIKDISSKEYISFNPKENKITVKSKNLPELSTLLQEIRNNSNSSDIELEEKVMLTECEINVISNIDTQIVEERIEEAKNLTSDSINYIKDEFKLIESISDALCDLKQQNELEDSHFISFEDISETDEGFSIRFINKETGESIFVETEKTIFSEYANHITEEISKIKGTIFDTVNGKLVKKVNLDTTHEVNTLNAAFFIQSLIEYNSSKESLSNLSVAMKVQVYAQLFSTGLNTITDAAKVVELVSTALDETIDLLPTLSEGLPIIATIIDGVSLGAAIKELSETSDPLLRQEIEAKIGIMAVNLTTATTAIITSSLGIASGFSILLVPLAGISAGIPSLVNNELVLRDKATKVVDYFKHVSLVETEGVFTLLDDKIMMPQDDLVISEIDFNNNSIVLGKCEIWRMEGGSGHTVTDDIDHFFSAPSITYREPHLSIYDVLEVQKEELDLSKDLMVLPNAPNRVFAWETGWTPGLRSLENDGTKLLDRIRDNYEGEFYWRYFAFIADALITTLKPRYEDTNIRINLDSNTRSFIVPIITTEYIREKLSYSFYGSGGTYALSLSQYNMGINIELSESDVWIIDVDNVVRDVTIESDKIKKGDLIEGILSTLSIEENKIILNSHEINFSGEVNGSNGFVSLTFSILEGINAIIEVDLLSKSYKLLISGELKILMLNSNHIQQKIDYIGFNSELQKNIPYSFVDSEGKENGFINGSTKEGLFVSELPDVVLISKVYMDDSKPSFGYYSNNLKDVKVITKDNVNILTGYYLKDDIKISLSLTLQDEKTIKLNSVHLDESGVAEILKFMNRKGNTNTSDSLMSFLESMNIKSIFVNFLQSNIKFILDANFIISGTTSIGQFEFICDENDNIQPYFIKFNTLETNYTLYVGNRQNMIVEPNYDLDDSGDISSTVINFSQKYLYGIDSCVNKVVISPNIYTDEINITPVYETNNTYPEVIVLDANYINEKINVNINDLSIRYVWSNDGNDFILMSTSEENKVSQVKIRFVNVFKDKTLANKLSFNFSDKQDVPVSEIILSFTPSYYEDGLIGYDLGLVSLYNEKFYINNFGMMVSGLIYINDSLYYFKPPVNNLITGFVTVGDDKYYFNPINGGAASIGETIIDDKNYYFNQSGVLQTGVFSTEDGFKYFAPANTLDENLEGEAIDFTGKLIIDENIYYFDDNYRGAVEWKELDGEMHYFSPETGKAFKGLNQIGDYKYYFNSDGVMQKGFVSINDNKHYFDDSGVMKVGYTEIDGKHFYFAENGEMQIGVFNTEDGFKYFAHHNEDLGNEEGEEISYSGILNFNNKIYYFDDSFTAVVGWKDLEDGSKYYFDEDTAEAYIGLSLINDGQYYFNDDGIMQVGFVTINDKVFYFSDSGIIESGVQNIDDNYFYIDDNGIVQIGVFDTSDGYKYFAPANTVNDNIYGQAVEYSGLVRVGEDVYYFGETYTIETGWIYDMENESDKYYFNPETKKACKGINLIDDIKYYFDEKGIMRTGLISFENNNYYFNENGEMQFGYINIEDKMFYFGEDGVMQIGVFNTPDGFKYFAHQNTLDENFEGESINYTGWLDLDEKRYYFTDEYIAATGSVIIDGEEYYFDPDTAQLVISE
PriA SSB inh: inhibitors of Klebsiella pneumoniae PriA binding to SSB C-terminal tail, primary screen, biochemical, AlphaScreen; AlphaScreen SSBct-PriA binding, biotinylated peptide; AID 1272365, 2023; inhibition, % at 33 µM; hit rate 0.6% among 430,000; PriA–SSB C-terminal tail interaction (Klebsiella pneumoniae); in the data active = inhibition mostly above about 37%, no sharp cut-off; inactive = mostly below about 20%;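 note: plate controls were negative control peptide for no effect and reference peptide for full effect; strong numbers were not always called active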
The depositor's hits bear a star; i = inactive; / = not tested or not shown; & = joins results of further samples. Only part of the results is shown; count on the stated rates, not on these rows.

SMILES	PrPC surface inh	3CLpro inhibitor	Yp Topo-I inh	VHR inh abs	Rv3671c inh	BH1578 lux ind	CCHF vOTU inh	MazF activator	TcdB inh	PriA SSB inh
O=C1c2ccccc2C2(c3ccccc3)NCCN12 (stereo unspecified)	-2	3	6	41	3	6.2	-8	5	/	-20
O=C(O)c1cccc(N/N=C/c2ccc(-c3ccccc3)cc2)c1	-5	-3	-2	6	/	0.0	1	-11	-2.6	/
O=C(c1cnn(C(=O)COc2ccc(Cl)cc2)c1)c1ccccc1O	0	-5	-2	10	1	-0.3	-4	-3	-0.1	-15
c1cncc(Nc2nc(-c3ccncc3)cs2)c1	-15	2	10	15	5	-4.2	-4	0	/	-2
CC1C=CCC2C(=O)N(c3cccc(C(=O)NCc4ccccc4)c3)C(=O)C12 (stereo unspecified)	2	-1	7	-13	17	-1.8	-1	-8	2.1	-14
Cc1ccc(CNC(=O)CCS(=O)(=O)c2cc3c(cc2C)NC(=O)CO3)cc1	-9	-4	-5	17	1	-0.2	1	-1	1.4	-12
COC(=O)C(=Cc1ccncc1)c1cccc2ccccc12	-1	/	-8	/	/	-2.9	-12	1	0.0	/
CS(=O)(=O)N1CCC(C(=O)Nc2ccccc2F)CC1	4	-5	2	4	1	1.7	3	1	/	-3
CC(C)(C)N1C(=O)[C@H]2[C@@H](c3ccc(Br)cc3)N3C(=O)N(c4cccc(F)c4)C(=O)[C@@]3(Cc3ccccc3)[C@H]2C1=O	3	/	-8	/	2	-0.4	0	-1	1.7	-1
O=C(Nc1nc(-c2cc(F)ccc2F)cs1)c1cccc(N2C(=O)CCC2=O)c1	-5	/	-2	/	-24	i	-6	1	0.6	3
COc1ccc(CN2C(=O)c3cccnc3C2=O)cc1S(=O)(=O)N1CCCCC1	-2	-6	7	6	-6	-0.2	15	-4	1.2	6
CCn1c(SCC(=O)NNC(=S)Nc2ccc(C)cc2)nnc1-c1ccc(Cl)cc1	-10	1	10	30	-5	1.3	1	2	/	-11
COC(=O)c1ccccc1NC(=O)CSc1nc(N)cc(=O)[nH]1	9	3	-9	11	8	i	6	-36	-0.6	-12&8&-9
Cc1cccc(CN(C)CCc2ccccn2)c1	-3	0	13	16	15	i	0	5	/	-2
C[C@@H]1CN([C@H](C)CO)C(=O)CCCn2nncc2CO[C@@H]1CN(C)C(=O)Nc1cccc2ccccc12	-3	/	7	/	/	0.8	-7	3	-0.4&1.7	/
CCOC(=O)c1cnc(SC)nc1Oc1cccc(NS(=O)(=O)c2ccc(Cl)cc2)c1	-1	-1	-1	0	-7	-0.6	-8	2	/	-12
Fc1ccc(CN2CCN3CCCC3C2C2CCCCC2)cc1F (stereo unspecified)	1	-4	4	26	-1	i	11	9	/	-5
O=C(CN1CCN(c2ccc(Cl)cc2)CC1)N1CCCC1	2	5	1	6	11	i	1	-2	/	8
COc1ccccc1NS(=O)(=O)c1cc(NC(=O)c2cccc(S(=O)(=O)N(C)C)c2)ccc1N1CCOCC1	-2	/	-2	/	/	-1.8	0	-9	1.8	13
CC(=O)n1cc(Nc2ccc([N+](=O)[O-])cc2)c2ccccc21	8	0	-25	20	7	-0.3	-24	-9	-3.7	1
O=C(OCC(=O)N1CCCC1)c1cccs1	-5	1	-1	-2	-5	/	10	9	/	-7
COc1ccc(-c2cc(C(=O)N3CCCCCC3)c3cc(C)ccc3n2)cc1	-2	3	37	29	-9	-0.4	-98	7	1.5	2
CC1CCN(C(=O)CSc2nc3ncccc3[nH]2)CC1	-2	4	-2	4	-6	-0.5	14	6	0.6	0
O=C(NCC(c1cccs1)N1CCOCC1)c1ccccc1NS(=O)(=O)c1ccc(Cl)cc1 (stereo unspecified)	0	-1	6	0	0	-0.3	12	-3	1.0	-18
Cc1occc1C(=O)NNC(=S)NCc1ccccc1	0	-9	-4	-3	-19	-0.2	-7	2	-2.6	-3

The last four compounds of the part above come first, to join the parts.
SMILES	PrPC surface inh	3CLpro inhibitor	Yp Topo-I inh	VHR inh abs	Rv3671c inh	BH1578 lux ind	CCHF vOTU inh	MazF activator	TcdB inh	PriA SSB inh
COc1ccc(-c2cc(C(=O)N3CCCCCC3)c3cc(C)ccc3n2)cc1	-2	3	37	29	-9	-0.4	-98	7	1.5	2
CC1CCN(C(=O)CSc2nc3ncccc3[nH]2)CC1	-2	4	-2	4	-6	-0.5	14	6	0.6	0
O=C(NCC(c1cccs1)N1CCOCC1)c1ccccc1NS(=O)(=O)c1ccc(Cl)cc1 (stereo unspecified)	0	-1	6	0	0	-0.3	12	-3	1.0	-18
Cc1occc1C(=O)NNC(=S)NCc1ccccc1	0	-9	-4	-3	-19	-0.2	-7	2	-2.6	-3
CCOC(=O)C(=Cc1ccc(-n2ccnc2)cc1)C(=O)OCC	13	2	-5	-2	-4	i	-5	1	-2.8	7
COc1ccc(/C=C/C(=O)OCC(=O)NCCC2=CCCCC2)cc1OC	-1	2	22	15	3	/	10	-7	1.0	4
CC(OC(=O)/C=C/c1ccc2ccccc2n1)C(=O)N(C)c1ccccc1 (stereo unspecified)	5	/	5	/	6	-0.5	8	9	2.5	-5
C=CCn1c(NC(=O)c2ccc(Br)o2)c(C(=O)OCC)sc1=S	-1	4	3	32	2	-0.4	-5	-4	-1.6	-6
C/C(CCC(=O)O)=N/Nc1ccc([N+](=O)[O-])cc1[N+](=O)[O-]	-23	2	1	2	-7	-0.4	-6	4	-4.6	/
Cc1cc(NS(=O)(=O)c2ccc(NC(=S)Nc3ccc(Cl)cc3C)cc2)no1	10	0	1	30	-1	i	-10	-4	1.5	3
O=C1CN(S(=O)(=O)c2cccc(Br)c2)CCN1	-5	/	-1	/	5	-4.5	6	6	3.2	-10
CCOC(=O)C1(C)CCCN(C(=O)c2cc(C#N)cs2)C1 (stereo unspecified)	7	/	4	/	/	i	-10	/	-2.5	/
COc1ccc(/C=N/Nc2cc(C)nc3ccc(OC)cc23)c(OC)c1	-14	-43	-45	4	16	i	2	-6	0.8	/
CC(C)(C)NC(=O)CSc1ccc(C(C)(C)C)cc1	0	-5	7	12	7	-0.7	4	-2	/	-23
CCCn1c(CN2CCN(C(=O)OCC)CC2)nc2cc([N+](=O)[O-])ccc21	-12	3	2	-3	4	-18	-3	-4	0.0	4
Cc1[nH]c2ccccc2c(=O)c1CNCc1ccccc1	-4	/	3	/	/	i	22	3	1.3	/
CCc1ccc(Nc2n[n+](-c3ccccc3)c(-c3ccc(OC)c(Br)c3)s2)cc1	1	5	-9	20	-19	-11	12	-17	11*	56*
Fc1cccc(F)c1-c1nc(-c2ccc(Cl)cc2)no1	3	5	-10	4	-3	-0.5	5	-2	5.6	-16
CCOC(=O)CNC(=O)C1(/C=C/c2ccccc2)CC(=O)N1c1ccc(C)cc1 (stereo unspecified)	-2	3	20	10	-6	i	17	-8	0.4	-3
O=C(CCc1nnc(CCCCc2ccccc2)o1)NCCCc1cccnc1	4	2	16	-5	2	/	-6	5	1.3	1
COc1ccc(-n2c(N)c(C(=O)NCc3ccco3)c3nc4ccccc4nc32)cc1OC	-5	0	28	-6	-2	0.0	-8	1	/	-10
Cc1cc(C)c(NC(=O)CSc2nnc(CN3CCOCC3)n2C)c(C)c1	0	-1	-8	20	-10	-0.5	1	-3	1.6	-6
CC(C)OC(=O)c1nn2c(C(F)(F)F)cc(-c3ccc(Br)o3)nc2c1Br	2	-5	10	-14	1	i	-4	351*	/	-3
CCc1ccc2nc(NC(=O)C3CSC4(C)CCC(=O)N34)sc2c1 (stereo unspecified)	-1	/	8	/	-1	i	13	1	-1.8	2
Nc1ccn(Cc2cccc(Cl)c2)n1	5	2	13	16	4	i	1	-12	0.1	-9
CC[N+](CC)(CC)CCOc1cccc(OCC[N+](CC)(CC)CC)c1OCC[N+](CC)(CC)CC	/	/	3	/	10	-3.0	/	-4	/	-10
COc1ccc(OC)c(Nc2nc(-c3sc(C)nc3C)cs2)c1	-2	1	8	15	-5	0.3	4	6	/	47*
CCc1ccccc1NC(=O)CN(C)Cc1nc(N)nc(Nc2ccccc2C)n1	1	-3	0	36	10	/	3	1	/	-19
COCC(=O)N(C)C[C@H]1N[C@@](Cc2ccccc2)(C(=O)OC)[C@H]2C(=O)N(Cc3ccccc3)C(=O)[C@@H]12	4	/	8	/	2	2.0	-5	-4	0.4	4
SMILES	PrPC surface inh	3CLpro inhibitor	Yp Topo-I inh	VHR inh abs	Rv3671c inh	BH1578 lux ind	CCHF vOTU inh	MazF activator	TcdB inh	PriA SSB inh
CN1CCN(S(=O)(=O)c2cccc(C(=O)N(C)Cc3cccs3)c2)CC1	7	/	2	/	-8	i	6	4	-0.1	4
NC(=O)C1CCN(C(=O)c2cc3c(s2)CCCC3)CC1	0	/	3	/	-6	-2.3	11	4	-5.2	-2
O=C(Nc1cccc(C(F)(F)F)c1)C1CCCO1 (stereo unspecified)	0	-2	-1	18	5	i	13	0	-1.7	-8
Cc1nn(CC(C)C)c(Cl)c1C(=O)N(C)CC(=O)Nc1ccc(Cl)cc1	8	/	-3	/	/	i	-5	-2	0.4	/
Cc1cccc(OCC(=O)OCC(=O)c2c(N)n(C)c(=O)n(C)c2=O)c1	6	1	6	47	-1	i	19	5	/	-11
CCCCN(C(=O)CSCC(=O)Nc1ccc(C)cc1)c1c(N)n(CC(C)C)c(=O)[nH]c1=O	4	/	7	/	-12	-0.4	7	-2	-0.4	-2
Cc1ccc(Sc2ccc(C=C3C(=O)N(C)C(=O)N(C)C3=O)o2)cc1	7	2	4	12	-25	-0.3	-2	-151	0.9	-20
CC(C)Cc1nc2oc3c(NCC(C)O)ncnc3c2c2c1CCCC2 (stereo unspecified)	0	-2	15	-27	-6	-0.7	-1	-9	0.2	-7
CC1=C(CCN2CCN(C(C)C)C(CCO)C2)C(C)(C)CCC1 (stereo unspecified)	4	-6	0	31	-1	-0.3	-12	2	5.2	-8
CCS(=O)CCSC(=N)N (stereo unspecified)	8	4	15	20	-1	i	10	-4	/	0
NC(=O)c1ccccc1N/C=C1\CCCCC1=O	9	-3	-1	18	-2	-0.4	-3	-14	-6.5	/
O=C(OCc1nc2ccccc2s1)c1cnccn1	2	-1	-5	3	-1	i	-8	-4	/	-9
COc1ccccc1CNC1CCN(Cc2ccccc2)CC1	-12	-1	1	-25	-2	-0.8	10	-9	-0.7	-13
CSc1ccc(S(=O)(=O)NCC(=O)OCC(=O)NC2(C#N)CCCCC2)cc1[N+](=O)[O-]	-23	/	-8	/	-1	i	-3	7	1.7	14
Cc1ccccc1C(=O)Nc1ccc(N2CCCC2)cc1	-2	-1	-6	-5	8	-0.2	10	5	-3.4	32
O=C(OCc1nnc(-c2ccc(Cl)cc2)o1)C12CC3CC(CC(O)(C3)C1)C2	-1	-4	13	18	-2	-0.2	-7	-6	1.3	-3
CCN(Cc1ccc(OC)c(F)c1)C(=O)CCl	-3	0	1	0	1	-0.3	2	-7	0.3	0
CN1CCc2nc(NC(=O)c3cccc(OC(F)F)c3)sc2C1	-6	6	-6	17	-21	i	10	-21	/	-8
O=C(CSCc1c(F)cccc1Cl)NCCc1ccccc1	6	-1	6	49	-5	0.4	4	1	0.9	-13
Nc1ccc(CC(N)c2csc(Nc3nncc4ccccc34)n2)cc1 (stereo unspecified)	-11	/	-20	/	/	i	1	/	0.8	/
Cc1c(C(=O)O)nn(-c2cccc(C(F)(F)F)c2)c(=O)c1C#N	-51	-4	2	0	3	-0.3	7	6	0.4	-3

Screening results from PubChem.
